# Tat transport: blocks Tat-dependent protein export in E. coli; E. coli MC4100 TorA-mCherry Tat export, fluorescence; actives 0.036% (n = 340,000); inhibition, % at 10 µM;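 active means mean replicate inhibition at least 50% and at least half of replicates individually reaching 50%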;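 further: exported cargo escapes ClpAP degradation while cytoplasmic cargo is degraded and loses fluorescence; 0% = median of neutral control wells and 100% = median of NaSCN control wells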
# OPRM1-OPRD1 inv: inverse agonists of human mu-delta opioid receptor heterodimerization; AID 504357; actives 0.21% (n = 340,000); cell-based MOR-DOR heterodimer luminescence, inverse agonism; inhibition, % at 9.3 µM; in the data active means inhibition above about 22%, passing the limit was not always enough;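 further: 0% = cells with DMSO and 100% = wells without cells with DMSO; values of inactives mirror those of a sister screen read the other way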
# E coli growth: bacterial growth inhibition, counter-screen for AddAB inhibitors. AID 449728. actives 0.27% (n = 330,000). E. coli V3065 growth, OD600 absorbance, 18 h. inhibition, % at 11.9 µM;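 active means inhibition above the campaign's mean inhibition across all tested compounds plus 3 SD, cut at about 9.9% in these data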;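 further: uninfected addAB+ strain grown without phage in ampicillin broth; 0% = DMSO wells and 100% = ciprofloxacin 0.95 µg/ml wells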
# PfHsp90 yeast 2: growth inhibition of yeast expressing Plasmodium Hsp90 | S. cerevisiae expressing PfHsp90, BacTiter-Glo ATP, 48 h; yeast lacking PDR1 and PDR3 efflux regulators | inhibition, % at 9.4 µM | actives 0.32% (n = 310,000) | AID 504621;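 active means every replicate shows inhibition above about 80%, whatever the replicate mean, limit read from the data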;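 further: 0% = DMSO neutral controls and 100% = 20 µM radicicol positive controls; yeast relying on Plasmodium falciparum Hsp90 in place of its own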
# PKA-R1A activ: PKA-R1A complex activation; P00514+P68181; PKA-R1A dissociation, Cy5-IP20 fluorescence polarization; scaled: DMSO 0%, 113 µM cGMP 100%; activation, % at 11.4 µM; actives 0.083% (n = 340,000); AID 504707;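 active means percent activation above the mean of all tested compounds plus 3 SD, cut at about 19% in these data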;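 further: higher means more PKAc released from R1A so a rise in polarization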
# AddAB inh: less growth of phage-infected E. coli with AddAB | AID 435030 | actives 0.29% (n = 330,000) | inhibition, % at 11.9 µM | E. coli expressing H. pylori AddAB, absorbance growth; in the data active means inhibition above about 12%;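 further: 0% = vehicle wells of infected cells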
# OPRM1-OPRD1 ag: OPRM1-OPRD1 heterodimerization agonism. P35372+P41143. cells, luminescence. activation, % at 9.3 µM. actives 0.3% (n = 340,000). AID 504326; in the data active means activation above about 18%;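 further: 0% = vehicle-treated cells and 100% = reference agonist; values of inactives mirror those of a sister screen read the other way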
# Pemphigus Ab inh: inhibitors of pemphigus antibody binding to human desmoglein-3. P32926. DSG3-coupled beads, scFv-anti-DSG3-GFP binding, flow cytometry; stronger effect = lower value. binding (percent of control), % at 10 µM. actives 0.48% (n = 310,000). AID 588358;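 active means binding more than 3 SD below its plate's average and above zero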;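 further: hits lower antibody fragment binding to DSG3; some compounds called inactive have numbers as strong as hits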
# Target sequence (P32926 whole entry, looked up, the tested form may be a part): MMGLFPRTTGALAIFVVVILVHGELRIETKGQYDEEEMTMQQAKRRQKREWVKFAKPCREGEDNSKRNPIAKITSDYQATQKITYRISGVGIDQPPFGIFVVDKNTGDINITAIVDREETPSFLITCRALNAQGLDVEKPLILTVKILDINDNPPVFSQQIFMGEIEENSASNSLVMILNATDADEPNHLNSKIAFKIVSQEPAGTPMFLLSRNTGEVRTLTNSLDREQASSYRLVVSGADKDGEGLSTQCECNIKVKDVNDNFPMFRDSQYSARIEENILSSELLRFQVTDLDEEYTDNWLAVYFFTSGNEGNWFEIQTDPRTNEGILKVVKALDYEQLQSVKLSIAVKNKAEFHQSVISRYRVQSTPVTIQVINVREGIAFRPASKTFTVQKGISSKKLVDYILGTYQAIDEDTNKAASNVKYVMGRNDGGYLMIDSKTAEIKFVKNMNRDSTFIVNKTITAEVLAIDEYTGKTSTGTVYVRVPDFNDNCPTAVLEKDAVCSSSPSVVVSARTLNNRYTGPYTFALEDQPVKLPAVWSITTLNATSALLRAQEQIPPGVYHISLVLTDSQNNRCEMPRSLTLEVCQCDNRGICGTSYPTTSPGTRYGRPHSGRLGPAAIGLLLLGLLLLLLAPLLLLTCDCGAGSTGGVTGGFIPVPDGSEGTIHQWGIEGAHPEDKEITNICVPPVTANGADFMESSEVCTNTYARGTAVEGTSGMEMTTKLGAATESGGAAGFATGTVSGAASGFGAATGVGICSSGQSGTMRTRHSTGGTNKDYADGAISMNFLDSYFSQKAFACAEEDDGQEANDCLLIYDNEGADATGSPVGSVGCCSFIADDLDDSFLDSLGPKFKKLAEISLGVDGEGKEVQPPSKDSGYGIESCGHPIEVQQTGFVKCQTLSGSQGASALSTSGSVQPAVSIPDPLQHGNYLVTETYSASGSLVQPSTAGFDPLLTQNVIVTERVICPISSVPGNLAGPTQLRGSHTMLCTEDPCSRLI
# phage Ecoli inh: E. coli growth loss with phage present. actives 0.26% (n = 360,000). growth absorbance. inhibition, % at 11.9 µM; in the data active means inhibition above about 11%
# Arrestin-AP2 inh: human beta-arrestin and AP2 interaction inhibition | FITC-arrestin peptide / GST-AP2 beads, flow cytometry; AP2 beta2 appendage carries R879A mutation | inhibition, % at 10 µM | actives 0.31% (n = 340,000);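 active means inhibition above a set limit, near 3 SD of compounds lacking own fluorescence, cut at about 54% in these data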;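 further: plate controls were DMSO wells for no effect and 5 µM unlabelled arrestin peptide for full effect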
#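 Test system: GST-tagged AP2 beta2-adaptin appendage (R879A) on 4 µm glutathione beads; also added: fluorescein-tagged arrestin peptide at 50 nM final; timing: 12 min plus 1 h, RT; signal: flow cytometry, FL1 (488/535 nm); read-out: percent drop in bead-associated FITC signal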
# Mot1-301 SUMO: blocks SUMOylation pathway, rescuing yeast Mot1-301 growth; growth rescue, % at 18.8 µM; S. cerevisiae Mot1-301 growth rescue, ATP luminescence, 38.5C; percent above DMSO median, 100 means doubled; actives 1% (n = 320,000);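 active means every valid replicate shows activation above 250% relative to neutral control wells; inactive means the rest, any valid replicate at or below 250%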;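 further: OY570 slx delta 5 strain wells were the positive control but not used for scaling; some compounds called inactive have numbers as strong as hits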
# Starred values were filed as active, the others as inactive; . = no result given. Rows were taken by chance. About 2.8% of those tested had a hit in this group.
SMILES,Tat transport,OPRM1-OPRD1 inv,E coli growth,PfHsp90 yeast 2,PKA-R1A activ,AddAB inh,OPRM1-OPRD1 ag,Pemphigus Ab inh,phage Ecoli inh,Arrestin-AP2 inh,Mot1-301 SUMO
C/C(=N\NC(=O)c1ccc2c(c1)OCO2)c1ccc(O)cc1,5,10,-2.4,-39,-2,0.2,-1.9,96,2.1,2,-2
O=C(Nc1ccccc1N1CCCC1)c1ccc2c(c1)OCO2,-2,10,-0.6,.,-3,1.1,-1.8,105,3.4,20,293
Cc1ccc(C(O)(CNCc2ccccc2)c2ccccc2)cc1 (centres undefined),3,-16,.,12,-3,.,3.5,104,1.8,1,-4
CCOC(=O)C1=C(SCC(=O)Nc2ccccc2)NC(=O)C(C#N)C12CCCCC2 (centres undefined),7,10,2.9,-1,4,1.3,-1.9,106,1.1,8,10
COCc1cc(C)nc(OCC(=O)N/N=C/c2ccco2)c1C#N,-4,-6,-0.5,-1,-20,-1.9,1.2,103,0.2,-11,-4
CCOc1cc(C)c(Cl)cc1S(=O)(=O)NCc1ccco1,-7,14,0.3,-7,0,3.6,-3.3,112,0.6,12,347
O=S(=O)(c1cc(Cl)ccc1Cl)N1CCNCC1,-17,14,-0.8,.,-19,2.8,-3.0,102,1.1,-1,26
c1cncc(-c2ccc3ncnc(NCc4cccs4)c3c2)c1,2,11,-2.0,5,-4,4.4,-1.9,100,1.8,0,-27
C/C(=N\OC(=O)c1ccc(OC(C)C)cc1)c1ccc(C)c(C)c1,5,-11,-0.7,-26,-6,-1.7,2.2,.,1.7,6,-24
Cc1ccc(C(=O)N/C(=C\c2ccco2)C(=O)N2CC(C)OC(C)C2)cc1C (centres undefined),-4,-7,.,6,5,.,1.6,111,-0.3,-10,25
O=C(OCC(=O)N1CCN(C(=O)c2ccco2)CC1)c1ccc(S(=O)(=O)N2CCCCC2)cc1,5,-7,0.1,-15,-7,0.7,1.3,106,1.5,-3,-6
CCC1CCCCN1C(=O)CSc1nnc(-c2c[nH]c3ccccc23)o1 (centres undefined),8,-12,-3.0,-20,-2,0.5,2.0,105,-0.9,4,3
COc1ccc(CC(NC(C)=O)C(=O)NC2CCN(S(=O)(=O)c3ccccc3)CC2)c(OC)c1 (centres undefined),-4,0,0.3,-33,-1,0.8,0.1,.,3.1,0,-4
CCCn1cc(NC(=O)c2cc(-c3ccccc3)on2)cn1,0,-1,0.1,1,0,1.6,0.1,96,1.8,0,17
C=CCn1c(C)cc(C(=O)Cn2nc(C(=O)O)c3ccccc3c2=O)c1C,-8,13,0.4,12,-4,3.6,-2.6,97,2.3,-33,245
CCCCC(=O)Nc1nc2ccc(C(=O)OC)cc2s1,13,-43,8.0,-25,-2,7.3,8.4,100,0.2,1,-5
CCC(C)c1ccccc1NC(=O)COC(=O)c1ccc(N2CCCC2)c([N+](=O)[O-])c1 (centres undefined),0,-7,-1.4,9,-9,5.8,1.3,110,3.8,22,-7
COc1ccc(C(=O)Nc2c3c(nn2C(C)(C)C)CS(=O)(=O)C3)cc1OC,8,11,1.9,.,-1,-1.2,-2.0,.,0.7,-15,288
COc1ccccc1N(CC(=O)NC1CCCC1)S(=O)(=O)c1ccc(C)cc1,6,0,1.3,23,-1,5.0,0.0,100,1.5,6,-2
Cc1nn2cc(-c3ccc(Cl)cc3)cnc2c1Cl,-13,6,1.9,-3,-18,2.2,-1.3,119,-0.1,5,6
CC(C)(C)OC(=O)N/N=C/c1ccc(C(=O)O)cc1,-10,3,-1.8,5,0,2.7,-0.5,92,1.9,.,4
COc1ccc(C2/C(=C(/O)c3ccccc3)C(=O)C(=O)N2CO)cc1 (centres undefined),2,14,1.1,-5,-9,1.9,-3.3,100,5.5,29,-18
CCOc1ccc(S(=O)(=O)N2CCC(C(=O)OC(C)C(=O)N3CCOCC3)CC2)cc1 (centres undefined),16,13,-1.0,-14,15,-0.2,-2.0,96,0.1,-2,401
CC(Cc1cccnc1)NC(=O)c1cc(COc2c(F)cccc2F)on1 (centres undefined),1,3,-1.4,-8,0,-1.1,-0.6,.,-0.6,-2,-9
CC1CN(S(=O)(=O)c2cccc(C(=O)N3CCC(C(N)=O)CC3)c2)CC(C)O1 (centres undefined),4,20,-2.6,-19,-8,-1.4,-4.5,93,1.5,-13,-1
COc1cccc(N2CCN(CC(=O)NC(=O)NC3CCCCC3)CC2)c1,5,0,.,14,-7,.,-0.1,100,-0.8,2,.
COc1cccc(-n2ccnc2SCC(=O)N2CCc3ccccc32)c1,0,-1,-0.3,-2,-7,2.3,0.1,110,2.9,1,8
Cc1cc2oc(=O)cc(CN(C)Cc3ccc(OC(F)F)cc3)c2cc1Cl,0,4,-2.0,-9,-8,4.1,-0.7,.,2.7,41,7
NC(=O)COc1cccc2cccnc12,0,2,1.0,.,-5,2.2,-0.4,127,-0.7,-5,-14
O=C(Nc1cccc(F)c1)NC1(C(=O)N2CCN3CCCC3C2)CCCCC1 (centres undefined),5,6,1.7,-12,-3,1.0,-1.0,97,1.2,22,.
COc1ccc2c(c1)C(C)=CC(C)(C)N2C(=O)Nc1ccccc1,-11,-17,0.0,11,-4,-0.4,3.0,97,0.4,14,-20
Cc1cc(OCC(=O)Nc2ccc(CN3CCOCC3)cc2)ccc1Cl,-2,14,.,-10,-15,.,-4.2,.,0.9,5,61
COc1ccc(NC(=O)CSc2ccc3nnc(-c4ccccn4)n3n2)c(OC)c1,8,13,0.2,14,0,-1.0,-2.5,102,0.9,19,-8
Cc1ccccc1OCCSCc1nc2ccccc2[nH]1,-12,5,1.0,2,-14,5.0,-1.0,106,4.5,12,18
O=C(Oc1ccc(-c2nnco2)cc1)N1CCCCC1,-4,12,-0.9,22,-13,-1.0,-2.2,100,-0.6,23,121
CCCN(C(=O)Cc1csc(-c2ccccc2)n1)C1CCS(=O)(=O)C1 (centres undefined),-3,2,-0.2,-15,3,-0.6,-0.6,104,1.0,16,-5
Cc1cc(NC(=O)CCN2CCN(Cc3ccccc3)CC2)ccc1Br,-6,-23,-0.6,-1,9,-1.3,4.8,108,0.8,26,5
O=C(N=Nc1c(O)[nH]c2ccccc12)c1cccc(S(=O)(=O)N2CCCCC2)c1,-2,6,2.4,4,-3,3.8,-1.0,118,1.5,3,-1
Cc1ccc(C2CC(C(F)(F)F)n3nc(C(=O)NCCN4CCOCC4)cc3N2)cc1 (centres undefined),1,2,0.0,10,-2,0.3,-0.4,100,3.4,1,-20
CCOCCCNC(=O)CCCOc1ccccc1,6,16,-1.5,.,4,3.4,-2.6,.,2.7,-8,5
Cc1ccc(NC(=O)c2ccc(OC(=O)COc3ccc(Cl)cc3C)cc2)cc1,-5,-10,0.7,-21,0,5.9,2.0,.,4.3,11,5
COc1ccccc1C(=O)NCCC(=O)NNC(=O)c1ccccc1O,4,1,1.4,1,9,3.5,-0.2,94,7.4,49,2
O=C(c1ccc(F)cc1)N1C2CCC1CC(O)(c1ccc(F)cc1)C2 (centres undefined),-8,10,1.0,-1,0,-0.4,-1.6,.,-1.2,6,55
C/C(=N\NC(=O)c1cccc(C)c1)c1cccc(NC(=O)c2ccco2)c1,-7,-11,1.6,-13,14,4.3,1.9,101,2.6,-2,-6
CC1CC(C)CN(CCOCCSc2ccc(Cl)cc2)C1 (centres undefined),1,-22,-1.4,-5,13,1.6,4.2,107,3.8,0,120
CCOc1ccc(-n2nc3c(=O)[nH]nc(C)c3c2C)cc1,2,8,-2.3,-15,8,3.0,-1.5,98,1.0,-28,-17
Cc1cnnn1-c1cccc([N+](=O)[O-])c1,-3,4,0.7,13,0,2.6,-0.9,94,2.9,-20,-6
CC(=O)Nc1ccc(Oc2ccc3c(c2)C(=O)NC3=O)cc1,-9,-1,1.5,-20,-2,0.8,0.2,111,3.9,19,374
O=C(NC1CCCCC1)c1cccc(Cn2cc(Cl)cn2)c1,-4,11,-0.8,.,2,3.3,-1.9,.,1.5,-7,-8
CCN(C(=O)CSc1n[nH]c(-c2cccs2)n1)C1CCS(=O)(=O)C1 (centres undefined),-2,6,0.8,-8,3,3.3,-1.2,101,0.5,12,-25

# Shown as tab-separated lines: part of the list above.
smiles	Tat transport	OPRM1-OPRD1 inv	E coli growth	PfHsp90 yeast 2	PKA-R1A activ	AddAB inh	OPRM1-OPRD1 ag	Pemphigus Ab inh	phage Ecoli inh	Arrestin-AP2 inh	Mot1-301 SUMO
Cc1ccccc1OCCSCc1nc2ccccc2[nH]1	-12	5	1.0	2	-14	5.0	-1.0	106	4.5	12	18
O=C(Oc1ccc(-c2nnco2)cc1)N1CCCCC1	-4	12	-0.9	22	-13	-1.0	-2.2	100	-0.6	23	121
CCCN(C(=O)Cc1csc(-c2ccccc2)n1)C1CCS(=O)(=O)C1 (centres undefined)	-3	2	-0.2	-15	3	-0.6	-0.6	104	1.0	16	-5

# The results go on:
SMILES,Tat transport,OPRM1-OPRD1 inv,E coli growth,PfHsp90 yeast 2,PKA-R1A activ,AddAB inh,OPRM1-OPRD1 ag,Pemphigus Ab inh,phage Ecoli inh,Arrestin-AP2 inh,Mot1-301 SUMO
COC(=O)CC(c1ccccc1F)N1Cc2ccccc2C1=O (centres undefined),-1,13,-0.6,-3,4,1.3,-2.8,96,3.5,14,16
O=S(=O)(c1ccsc1)N1CC=C(c2ccccc2)CC1,2,-1,0.0,16,-11,0.2,0.2,100,1.8,1,-12
COc1ccc(N/C=C/C(=O)c2ccc(Oc3ncccn3)cc2)cc1,-2,3,1.9,-24,-5,1.7,-0.6,110,2.6,-6,0
CCOC(=O)Cc1csc(NC(=O)C2C3C=CC(C3)C2C(=O)O)n1 (centres undefined),-6,13,2.6,3,-11,2.2,-2.9,.,1.7,21,-17
CCOc1ccc(-c2nc(CSCC(=O)NCc3ccco3)c(C)o2)cc1,0,8,0.2,-1,3,-1.7,-1.4,97,3.1,98*,4
CCn1c(C)nc2cc(C(=O)NNC(=S)Nc3ccc(C)cc3)ccc21,-5,28,-0.2,-5,16,0.3,-5.5,98,0.8,13,-3
CCC(C)NC(=O)CSc1nc2ccccc2c(=O)n1Cc1ccc(OC)cc1 (centres undefined),-8,3,1.7,6,-17,0.3,-0.5,.,4.0,5,-8
COc1cccc(C2CC(c3ccc(C)cc3)=NN2C(=O)c2ccccc2F)c1OC (centres undefined),4,-8,0.0,19,-9,-0.4,1.7,117,-0.4,34,-1
Cc1ccc(C)c(OCCC(=O)OCC(=O)NC(=O)NC2CCCC2)c1,17,-47,-1.7,-2,8,0.0,7.3,96,4.8,1,-10
O=C(Nc1ccc2c(c1)OCO2)c1ccncc1,-7,8,-1.7,2,-4,2.9,-1.3,89,4.0,4,3
